AMA1-RON2 inh = qHTS for Inhibitors of AMA1-RON; Towards Development of Antimalarial Drug Lead: Primary Screen | Potency, µM (doses to about 58.2 µM), inactives show at the top dose activity change, negative = inhibition, most hits filed as inhibitors | AlphaScreen AMA1-biotinylated RON2 peptide binding | Plasmodium falciparum AMA1 (3D7) - RON2 peptide interaction | AID 720542, 2013 | 360,000 tested, 0.2% active;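 further: potency means the concentration at half of the fitted maximal effect; 0% = vehicle wells and -100% = peptide control; nearly all actives have a fitted effect of over 45% in size; some results filed as inactive show a strong effect at the top dose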
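AMA1 (3D7) with his tag at 25 nM final met compounds first, then biotinylated RON2 peptide at 25 nM; detection used donor plus acceptor beads, 10 µg/mL apiece, read by AlphaScreen after 30 min at room temperature.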
Sm TGR block = qHTS Assay for the Inhibitors of Schistosoma Mansoni Peroxiredoxins. purified TGR, DTNB reduction, TNB absorbance 405 nm. Potency, µM (series often up to 114 µM), for the others: at the top dose activity change, negative = inhibition, hits mostly inhibitors. 360,000 tested, 3% active; further: potency means the concentration at half of the fitted maximal effect; nearly all actives have a fitted effect of over 60% in size
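First, TGR (20 nM dispensed) and NADPH were mixed with compound. Second, a 15 min room-temperature incubation followed. Third, further NADPH and then DTNB were added to start the reaction. Finally, TNB absorbance was monitored kinetically.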
AmpC detergent = qHTS Inhibitors of AmpC Beta-Lactamase (assay with detergent); AmpC hydrolysis of nitrocefin, absorbance 480 nm, 0.01% Triton; Potency, µM (series often up to 114 µM), inactives show at the highest dose activity change, negative = inhibition, hits mostly inhibitors; 370,000 tested, 0.041% active;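 further: potency means the concentration at half of the fitted maximal effect; 0% = no-compound wells and -100% = no-enzyme wells; nearly all actives have a fitted effect of over 25% in size; some results filed as inactive show a strong effect at the top dose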
Target sequence (P00811 whole entry, looked up): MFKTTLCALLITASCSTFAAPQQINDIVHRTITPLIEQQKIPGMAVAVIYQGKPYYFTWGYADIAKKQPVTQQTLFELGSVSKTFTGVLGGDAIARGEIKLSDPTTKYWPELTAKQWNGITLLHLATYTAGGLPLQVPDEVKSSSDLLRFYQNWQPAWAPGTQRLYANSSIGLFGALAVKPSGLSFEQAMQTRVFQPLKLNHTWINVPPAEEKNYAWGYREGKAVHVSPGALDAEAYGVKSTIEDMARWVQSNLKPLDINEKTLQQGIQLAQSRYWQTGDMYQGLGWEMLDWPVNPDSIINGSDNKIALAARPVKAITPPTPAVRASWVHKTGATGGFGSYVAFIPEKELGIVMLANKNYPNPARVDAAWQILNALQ
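20 mM phosphate pH 7.0 + 0.01% (detergent screen) or 0.0001% Triton X-100; 5.3 nM AmpC reagent; cpd preinc 15 min RT; nitrocefin (800 uM stock) to start; A480 q20 s × 4 min; Activity was normalised to no-enzyme and no-compound control wells.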
Giardia FBPA inh = qHTS Assay for Inhibitors of Fructose-1,6-bisphosphate Aldolase from Giardia Lamblia; Potency, µM (highest dose often 59.6 µM), for the others: at the top dose activity, negative = inhibition, most hits filed as inhibitors; A8B2U2; 290,000 tested, 0.71% active; purified Giardia FBPA; further: potency means the concentration at half of the fitted maximal effect; nearly all actives have a fitted effect of over 55% in size
Target sequence (A8B2U2 whole entry, looked up): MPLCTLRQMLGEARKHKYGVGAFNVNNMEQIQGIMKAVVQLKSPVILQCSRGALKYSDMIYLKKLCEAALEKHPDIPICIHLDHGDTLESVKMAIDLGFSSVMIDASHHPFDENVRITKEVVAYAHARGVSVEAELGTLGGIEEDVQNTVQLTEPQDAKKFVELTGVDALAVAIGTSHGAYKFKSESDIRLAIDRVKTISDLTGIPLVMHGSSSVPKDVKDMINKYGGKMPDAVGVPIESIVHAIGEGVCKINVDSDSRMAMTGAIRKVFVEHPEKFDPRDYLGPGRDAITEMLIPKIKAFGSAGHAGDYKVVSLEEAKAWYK
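Giardia FBPA (40 nM reagent) was preincubated 10 min at RT with compound (up to 57.5 uM final), then substrate plus GAPDH/TPI/NAD/arsenate coupling system with diaphorase/resazurin was added; resorufin fluorescence (525/598 nm) was read after 20 min.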
HCMV antiviral = qHTS Assay for inhibitors of the human cytomegalovirus (HCMV); HFF cells, HCMV-luciferase reporter, 72 h; active compounds read low; activity change, negative = inhibition, % at 57.5 µM; 410,000 tested, 4.5% active; AID 1259415, 2018; in the data active means activity change below about -60%; inconclusive means no clear call, values can overlap the other calls; inactive means above about -39%
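HFF cells seeded 16 h at 37C, treated with compounds, infected with luciferase-reporter HCMV at MOI 1 PFU/cell; luciferase read at 72 h post infection, normalized to buffer-only and Salinomycin controls.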
HCV inhibitor = qHTS Assay for Inhibitors of Hepatitis C Virus (HCV). Huh7.5.1 HCVcc-Cre infection, luciferase reporter, 44 h. Potency, µM (top dose mostly 41.8 µM), for the others: at the highest dose activity change, negative = inhibition, usual class: inhibitors. 340,000 tested, 3.4% active. AID 651820, 2012; further: potency means the concentration at half of the fitted maximal effect
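Compounds are dispensed onto cells plated 4 h earlier at 1,000 per well, with HCVcc-Cre virus (about 0.5 moi) added next. Following 44 h of culture, luminescent signal is measured for 15 sec after 15 min with substrate at room temperature.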
Active calls of the source: *; ? = inconclusive; . = not tested or not shown; & = joins results of further samples; [ ] = dose if it differs, or a comment. Unless noted, the call rests on the fitted dose curve; in most records, active means well fitted curve in the direction sought with a large enough effect; inconclusive means small, poorly fitted or top-dose-only effect, or another doubt; inactive means no such curve, though single readings can be large; an effect the other way counts as inactive or inconclusive. Unless noted, on the % scale 0 is the no-effect control and ±100 the full control effect.

SMILES	AMA1-RON2 inh	Sm TGR block	AmpC detergent	Giardia FBPA inh	HCMV antiviral	HCV inhibitor
Cc1c(Cl)cccc1NC(=S)Nc1ccc(S(=O)(=O)Nc2ncccn2)cc1	11%	.	.	.	3	14%
O=C(CN1C(=O)NC2(CCc3ccccc32)C1=O)Nc1cccc(Cl)c1 (stereo not given)	?	.	.	.	34	5%
CCOc1ccc(/C=N/NC2=NCCCCC2)cc1	-14%	1%	-5%	-9%	-13	6%
CCc1ccccc1N(C)C(=O)Cn1cnc2sc(C)c(S(=O)(=O)N3CCC(C)CC3)c2c1=O	.	9%	8%	.	4	.
O=C(Nc1cc2c(cc1C(=O)O)OCCCO2)c1ccc(F)cc1F	12%	-7%	?	-2%	-17	12%
O=C(CCCn1c(=S)[nH]c2cc3c(cc2c1=O)OCO3)N1CCN(c2ncccn2)CC1	70%[activator]	0%	-6%	-28%	19	?
CN(CC(=O)Nc1ccc(Cl)c(C(F)(F)F)c1)C(=O)CCCNC(=O)c1ccc(Cl)cc1	-1%	-1%	?	.	21	-11%
OC(CSc1ccccc1)CN1CCN(c2ccccc2)CC1 (stereo not given)	-22%	.	.	.	-102*	21%
C#CCOC(=O)C1C2C=CC(C2)C1C(=O)O (stereo not given)	-1%	-1%	?	-1%	58	1%
NC(=O)c1ccc(=O)n(Cc2ccc(Cl)cc2Cl)c1	-2%	14%	-7%	13%	.	2%
Cc1cccc(C)c1NC(=O)Cn1nnc(-c2ccc(N3CCOCC3)cc2)n1	-8%	-5%	?	3%	-20	?
O=Cc1ccc(Oc2ccc(F)cc2)nc1	-16%	5%	-12%	3%	13	18%
COCc1cc(C)nc(SCC(=O)Oc2ccccc2)c1C#N	16%	-7%	1%	1%	-22	4%
CC(NC(=S)Nc1cccc(C(F)(F)F)c1)C(C)(C)C (stereo not given)	20%	11%	0%	-4%	?	?
CCC1(c2ccccc2)NC(=O)N(CC(=O)N(CC(=O)Nc2ccccc2C(F)(F)F)Cc2ccco2)C1=O (stereo not given)	3%	?	-2%	.	-15	-1%
COc1cccc(/C=C2\SC(=S)N(CCCC(=O)Nc3ccc(C(=O)O)cc3)C2=O)c1	-1%	-23%	4%	.	-80*	-11%
CC(NC(=O)/C=C/c1ccc(Br)cc1)c1ccccc1 (stereo not given)	-5%	-3%	-14%	-1%	16	-21%
CCN1CCN(C(=O)c2ccc(OC)c(S(=O)(=O)Nc3ccc(C)cc3)c2)CC1	-7%	1%	-12%	-1%	-11	1%
COc1ccc(-c2[nH]ncc2CN(Cc2nccn2C)C(C)C)c(F)c1	5%	30%	5%	-6%	-24	0%
Cc1cccc(-c2nc3c4ccccc4n(CC(=O)Nc4cccc(F)c4)c(=O)n3n2)c1	.	9%	6%	.	72	.
COc1ccc(CC(=O)NCCc2csc(-c3cccc(C)c3)n2)cc1	.	9%	-1%	.	5	.
COc1cccc(-n2c(=O)c3sccc3n(CC(=O)NC3CCCC3)c2=O)c1	-1%	14%	1%	16%	?	23%
COc1cccc(NC(=O)COC(=O)c2ccccc2F)c1	-1%	-6%	-4%	1%	?	13%
CCCN1CCN(c2ccc(S(N)(=O)=O)cc2[N+](=O)[O-])CC1	3%	-4%	-2%	1%	-37	19%
COc1ccc(OC)c2c(C)cc(NCCN3CCOCC3)nc12	4%	?	-2%	?	-7	?

By substructure, the compounds so far containing a COOH group.
SMILES	AMA1-RON2 inh	Sm TGR block	AmpC detergent	Giardia FBPA inh	HCMV antiviral	HCV inhibitor
O=C(Nc1cc2c(cc1C(=O)O)OCCCO2)c1ccc(F)cc1F	12%	-7%	?	-2%	-17	12%
C#CCOC(=O)C1C2C=CC(C2)C1C(=O)O (stereo not given)	-1%	-1%	?	-1%	58	1%
COc1cccc(/C=C2\SC(=S)N(CCCC(=O)Nc3ccc(C(=O)O)cc3)C2=O)c1	-1%	-23%	4%	.	-80*	-11%

(continued)
SMILES	AMA1-RON2 inh	Sm TGR block	AmpC detergent	Giardia FBPA inh	HCMV antiviral	HCV inhibitor
CCc1ccc(NC(=O)C(C)n2nc(C)c([N+](=O)[O-])c2C)cc1 (stereo not given)	-2%	4%	?	7%	?	15%
COC(=O)c1cccc(NCN2C(=O)c3ccccc3C2=O)c1	-3%	-23%	?	0%	-6	17%
CC1CCc2c(sc3ncnc(SCC(=O)c4ccccc4)c23)C1 (stereo not given)	10%	-1%	-4%	4%	0	?
CSc1nncc(/C(C)=N\Nc2cccc(C)c2)n1	0%	-12%	1%	2%	?	-2%
O=C(Nc1ccc(Oc2cccc3ccccc23)cc1)c1ccco1	-8%	8%	-5%	-10%	-68*	?
CCc1nnc(NC(=O)CSc2nnc(-c3c[nH]c4ccccc34)n2CCOC)s1	-2%	8%	0%	3%	67	-7%
COc1ccc(/C=N/NC(=O)CNC(=O)C2COc3ccccc3O2)cc1OC (stereo not given)	-2%	10%	-11%	6%	8	3%
C/C(=N/Nc1ccc(C)cc1)C1(C)N(O)C(C)(C)C(c2ccco2)=[N+]1[O-] (stereo not given)	5%	10µM*	-2%	-19%	-28	?
COc1ccc(C(OC(=O)c2ccco2)C(=O)NC(C)(C)C)cc1OC (stereo not given)	6%	.	.	.	46	12%
O=c1cc(-c2ccc(F)cc2)nc(SCc2nc(-c3cccc(C(F)(F)F)c3)no2)[nH]1	.	1%	19%	.	0	.
CC/C(=N\NC(=O)c1ccc(N2CCCC2=O)cc1)c1ccccc1	25%	3%	-12%	-6%	22	13%
CCOc1ccc(NC(=O)c2c(NC(=O)CNCCN3CCOCC3)sc3c2CCC3)cc1	15%	-3%	3%	15%	?	?
Cc1nc2ccc([N+](=O)[O-])cc2c(=O)n1Cc1cccc(F)c1	-10%	1%	3%	15%	-24	?
CCCC(=O)c1cc2ccccc2oc1=O	7%	2%	-1%	8%	-23	3%
CCOc1ccc(C(=O)NC(=S)Nc2ccc(N3CCCCC3)cc2)cc1[N+](=O)[O-]	8%	0%	-4%	2%	-30	?
O=C(CN1C(=O)/C(=C2/SC(=S)N(CCS(=O)(=O)O)C2=O)c2ccccc21)Nc1cccc(Br)c1	-25%	.	.	.	18	16%
COc1ccc(-n2c(O)c(/C=C/C=Nc3ccccc3)c(=O)[nH]c2=O)cc1	15%	-7%	?	-12%	36	2%
CC(NC(=O)OCc1ccccc1)C(=O)N1CC(O)CC1C(=O)O (stereo not given)	-9%	1%	-5%	16%	4	5%
CN(C)c1ncc([N+](=O)[O-])cc1C(F)(F)F	-20%	?	7%	-3%	-4	14%
Cc1ccccc1C(=O)N1CCC(C(=O)NC2CCCCCC2)CC1	16%	5%	5%	.	9	4%
O=C(c1ccc(Br)cc1)N1CCC(C(=O)N2CCN(c3ccccc3)CC2)CC1	1%	-1%	1%	.	-17	?
Fc1ccc(-c2ccnc3nc(-n4cccc4)nn23)cc1	-17%	1%	?	10%	-13	7%
O=C(CCCNS(=O)(=O)c1cccs1)N1CCN(c2cccc(Cl)c2)CC1	-8%	?	?	0%	-36	?
CC(C)N(Cc1ccccc1)C(=O)CN1C(=O)NC2(CCCc3ccccc32)C1=O (stereo not given)	1%	6%	3%	2%	-19	10%
Cc1ccc(S(=O)(=O)NCc2ccc3c(c2)cc(C)n3C)cc1	-11%	10%	?	-6%	-4	-18%

3 compounds from above, ordered by count of non-hydrogen atoms, lowest first:
SMILES	AMA1-RON2 inh	Sm TGR block	AmpC detergent	Giardia FBPA inh	HCMV antiviral	HCV inhibitor
CSc1nncc(/C(C)=N\Nc2cccc(C)c2)n1	0%	-12%	1%	2%	?	-2%
CCc1ccc(NC(=O)C(C)n2nc(C)c([N+](=O)[O-])c2C)cc1 (stereo not given)	-2%	4%	?	7%	?	15%
CCOc1ccc(NC(=O)c2c(NC(=O)CNCCN3CCOCC3)sc3c2CCC3)cc1	15%	-3%	3%	15%	?	?

Next results:
SMILES	AMA1-RON2 inh	Sm TGR block	AmpC detergent	Giardia FBPA inh	HCMV antiviral	HCV inhibitor
CC(C)OCCCNC(=O)C(=O)Nc1ccc2nc3n(c(=O)c2c1)CCCCC3	.	2%	17%	.	4	.
CCn1nnnc1SCC(=O)Nc1nnc(C(C)C)s1	31%[activator]	6%	5%	?	-3	11%
COc1cccc(C(=O)Nc2ccc(NC(=O)C3CCCCC3)nc2)c1	1%	1%	-13%	6%	1	-22%
CC(=O)c1ccc(NC(=O)C2CCN(S(=O)(=O)c3cccc4cccnc34)CC2)cc1	-7%	7%	?	3%	-8	12%&16%
CC(C)(C)C(=O)N1CCN(c2ccnc3cc(Cl)ccc23)CC1	0%	0%	-8%	2%	-98*	?
COc1ccc(OC(=O)c2nc(SCc3ccc(F)cc3)ncc2Cl)cc1	.	10%	24%	.	-28	.
CCn1c2ccccc2c2cc(/C=C(/C#N)C(N)=S)ccc21	-22%	.	.	.	-22	?
CCOC(=O)/C(=C\c1ccc([N+](=O)[O-])cc1)C(=O)c1cc(C(C)=O)c(Nc2ccccc2)s1	-6%	-12%	-2%	-11%	-106*	9%
COc1cc(Cl)cc(C(c2c(C(=O)O)[nH]c3ccccc23)c2c(C(=O)O)[nH]c3ccccc23)c1O	-12%	4%	-20%	26%	84	?
CCc1cccc(CC)c1NC(=O)COc1ccccc1C(=O)c1cc(C#N)c(=O)n(C2CCCCC2)c1	1%	-4%	-15%	1%	-15	?
FC(F)(F)c1cc(-c2cccs2)nc2cc(-c3cccs3)nn12	17%	0%	2%	1%	36	2%
C#CC[N+](C)(C)CCCCCCCC	-24%	6%	0%	7%	-77*	-17%
COC(=O)C1N2C(=O)[C@@H](NC(=O)COc3ccccc3)[C@H]2SC1(C)C (stereo not given in full)	14%	.	.	.	2	22%
COc1cc(CCC(=O)OCn2nnc3ccccc3c2=O)cc(OC)c1OC	-15%	-25%	-6%	3%	-9	6%
COc1ccccc1-c1noc(-c2ccc(NCc3cccnc3)c([N+](=O)[O-])c2)n1	.	-2%	-13%	.	16	.
Cc1ccc(C)c(S(=O)(=O)NC2CCS(=O)(=O)C2)c1 (stereo not given)	-3%	0%	2%	.	-9	1%
NC(=O)c1ccsc1NC(=O)COC(=O)/C=C/c1ccccc1	3%	5%	-10%	.	-21	?
CCCn1c2ccccc2c2cnn(CC(=O)N(CCCOC)Cc3ccco3)c(=O)c21	.	-21%	-3%	.	-7	.
O=C(NN=Cc1c(F)c(F)c(F)c(F)c1F)c1ccc(NS(=O)(=O)c2cccs2)cc1	3%	.	.	.	10	-25%
CCOC(=O)c1cc(-c2ccccc2)n(CC(=O)Nc2cc(Cl)c(OC)cc2OC)c1C	.	4%	7%	.	33	.
CCOc1cc(N2CCOCC2)c(OCC)cc1NC(=O)CC12CC3CC(CC(C3)C1)C2	-25%	-23%	6%	-21%	-5	?
CN1C(=O)C(C)(C)c2cc(S(=O)(=O)NCc3ccc(Cl)cc3)ccc21	4%	-3%	-6%	2%	9	?
Cc1ccc(/C=N/NC(=O)c2cccs2)o1	-12%	-13%	1%	-2%	-31	22%
O=C(O)CCCn1cc(NC(=O)c2c(F)cccc2F)cn1	24%	1%	-2%	-11%	-1	10%

Assay outcomes (PubChem)
